aSyn 5UTR inh – MLPCN primary screen, SNCA 5' untranslated region. alpha-synuclein 5'UTR reporter, inhibitor activity. inhibition, % (tested at 7.5 µM). actives 0.82% (n = 300,000). AID 1813, 2009; in the data active means inhibition above about 60%;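 further: H4 neuroglioblastoma cells stably carrying SNCA 5'UTR luciferase fusion; 0% = DMSO wells and 100% = positive control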
IEC-6 tox – cytotoxicity in IEC-6 intestinal epithelial cells, primary screen, cytotoxicity control for KLF5 inhibitor project, cell-based, luminescence | IEC-6 cytotoxicity, luminescence viability | inhibition, % at 5 µM | actives 0.78% (n = 290,000) | AID 1825, 2009; in the data active means inhibition above about 22%;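 further: 0% = plate median of test compound wells and 100% = cytotoxic reference compound wells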
HSP90 inh – HSP90 inhibitors, primary screen, cell lysate, luminescence; Rabbit reticulocyte lysate, luciferase refolding luminescence, 3 h; inhibition, % at 5.6 µM; actives 0.91% (n = 290,000);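 active means inhibition above the screen-wide mean plus 3 SD, computed separately per campaign, cut at about 16% in these data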;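 further: 0% = DMSO wells and 100% = 60 µM geldanamycin wells; inhibitors lower the luminescence because luciferase stays unfolded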
Platelet DG rel – inhibitors of platelet dense granule secretion, primary screen, cell-based, MLPCN, human platelets; human platelet-rich plasma, SFLLRN dense granule ATP release, luminescence; inhibition, %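 (compounds screened at 7.5 µM in platelet-rich plasma)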; actives 0.22% (n = 300,000);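 active means mean replicate score, as percent of positive control, at or above 50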
HSF1 activator – HSF-1 activators, primary screen, NIH3T3-HGL cells, MG132 stress, luminescence, single point; actives 1.7% (n = 300,000); AID 504408, 2011; NIH3T3-HGL HSF-1 luciferase reporter, 8 h; 100% = twice DMSO control signal; activation, % at 9 µM;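 active means mean replicate activation of at least 50% with a set share of replicates each reaching 50%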;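 further: 0% = median of the neutral control wells and 100% = twice that signal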
AI-2 QS modul – Vibrio harveyi AI-2 quorum sensing modulators, primary screen, JMH597 strain, luminescence/OD600 ratio; Vibrio harveyi JMH597 AI-2 luminescence/OD600 ratio, 9 h; active compounds read low; strain lacks LuxN and CqsS sensors; 0 = neutral-control median; activity change, % at 7.5 µM; actives 0.4% (n = 300,000); in the data active means activity change below about -75%, passing the limit was not always enough;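 further: luminescence divided by OD600 gain over 9 h not by final OD600 alone; inactives centre near 13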
HSF1 inhib – HSF1 inhibitors in luciferase reporter cells, primary screen, cell-based, NIH3T3, luminescence; NIH3T3-HGL HSE-luciferase, MG132-induced, luminescence 8 h; active compounds read low; activity change, negative = inhibition, % at 7.5 µM (by protocol); actives 0.77% (n = 300,000); AID 2098, 2009;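 active means more than half of replicate wells show activity change below -50%, luminescence cut by over half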;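 further: luciferase reports HSF-1 transcriptional activity via heat shock element; 0% = median of DMSO wells and -100% = zero luminescence signal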
KLF5 inhibitor – KLF5 expression inhibitors, primary screen, DLD-1 cells, luminescence; inhibition, % at 5 µM; actives 0.23% (n = 290,000); DLD-1 KLF5 promoter-luciferase reporter; AID 1700, 2009;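 active means inhibition above a per-plate limit of that plate's mean compound inhibition plus 3 SD, cut at about 60% in these data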;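 further: 0% = DMSO wells and 100% = LY294002 at 200 µM; higher means less KLF5 promoter-driven luciferase light; inactives centre near -14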
SKKanGAS inh – S. pyogenes SKKanGAS growth inhibitors in kanamycin, primary screen, streptokinase expression inhibitor project, SKKanGAS strain, BacTiter-Glo luminescence; inhibition, % at 7.5 µM; AID 1662, 2009; actives 1.3% (n = 300,000); 6 h;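 active means mean replicate score, as percent of positive control median, at least 50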;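 further: strain carries kanamycin resistance gene driven by streptokinase promoter and grows in 40 µg/ml kanamycin; loss of luminescence reflects streptokinase promoter inhibition or plain growth inhibition; 0% = median of DMSO wells and 100% = positive control at its reference dose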
HIF activator – HIF pathway transcriptional activators, primary screen, cell-based, U2OS HRE-luciferase, luminescence | actives 0.32% (n = 300,000) | activation, % at 7.5 µM (by protocol) | U2OS HRE-luciferase reporter; normalized: DMSO 0%, desferrioxamine 100%;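 active means mean activation of at least 10% of the iron chelator positive control signal, with at least half of replicates also reaching 10%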
* marks the source's active call; other numbers are inactive results; · = no result given. Outcome played no part in choosing rows; about 6% have a hit in one of these screens.

SMILES | aSyn 5UTR inh | IEC-6 tox | HSP90 inh | Platelet DG rel | HSF1 activator | AI-2 QS modul | HSF1 inhib | KLF5 inhibitor | SKKanGAS inh | HIF activator
COc1cc(CNCCCN2CCOCC2)cc(Cl)c1OCC(=O)NC(C)(C)C | -16.8 | 4.2 | 2.4 | 3.3 | -3.3 | 0.2 | -10.6 | -12.8 | 0.3 | -0.1
CC(C)Oc1ccc(C(=O)NCCCNC(=O)c2cccnc2)cc1 | 6.8 | 4.9 | 3.4 | 6.1 | -4.9 | 11.0 | 4.2 | -16.6 | -6.7 | 0.0
Cc1c(/C(O)=C2/C(=O)C(=O)N(Cc3cccnc3)C2c2cccs2)cnn1-c1ccccc1 (stereo unspecified) | -152.3 | 2.8 | 55.0* | -2.1 | -67.9 | 23.4 | -64.1* | -76.7 | 6.2 | 1.2
Cc1nc(N2CCN(C(=O)COc3ccccc3)CC2)c2c(C)c(C)sc2n1 | 35.7 | 1.6 | 1.9 | -4.1 | -9.9 | -3.9 | -11.7 | -5.8 | 12.1 | -0.2
Cc1cccc(C)c1NC(=O)CSc1nnc(-c2ccoc2C)n1C | 22.7 | 2.3 | 2.0 | -0.9 | 8.0 | 4.8 | -5.8 | 15.8 | -2.3 | -1.0
COc1ccc(NC(C)=O)cc1NC(=O)c1ccc(Cl)cc1 | -14.3 | -4.7 | -3.5 | 0.6 | -4.0 | 16.4 | -0.4 | 15.2 | -3.3 | 0.4
Cc1ccc(S(=O)(=O)c2c(N)n(NC(=O)c3ccco3)c3nc4ccccc4nc23)cc1 | 2.1 | -1.3 | 0.8 | -7.9 | · | 37.4 | · | -2.2 | · | -0.4
COc1ccccc1-c1nnc2sc(-c3ccc(N(C)C)cc3)nn12 | 98.6* | 90.8* | 2.0 | -3.7 | -41.6 | 19.8 | -30.4 | 72.1* | 0.3 | -0.3
CCCCOc1ccccc1C1NC(=O)NC(C)=C1C(=O)OCCOCC (stereo unspecified) | 22.5 | -5.9 | -2.6 | 0.6 | 16.3 | -2.9 | 7.5 | -10.5 | -3.0 | -2.6
O=c1cnc2ccccc2n1Cc1ccccc1C(F)(F)F | 17.9 | -6.2 | -2.8 | -2.6 | -2.7 | · | -0.6 | 13.9 | 3.1 | -1.6
CNc1c(NS(=O)(=O)c2ccc(CC(C)C)cc2)c(=O)oc2ccccc12 | -3.1 | 2.1 | -2.5 | 0.2 | 3.0 | -2.4 | 0.5 | -0.3 | -4.3 | -2.5
Cn1ccsc1=NC(=O)c1ccc(Cl)c([N+](=O)[O-])c1 | -117.1 | -2.9 | -2.9 | 2.7 | 48.1 | 3.3 | 7.3 | -61.0 | -2.4 | -0.2
O=C(NCc1ccc2c(c1)OCO2)c1n[nH]c(=O)c2ccccc12 | 43.3 | -7.1 | -1.9 | 2.6 | -12.9 | 20.2 | -2.2 | 1.4 | 6.0 | 0.1
O=C(Nc1ccc(O)cc1)c1ccc2c(c1)C(=O)N(Cc1ccccc1)C2=O | -11.2 | 4.3 | -0.2 | -1.2 | 23.3 | 15.8 | 1.0 | -11.4 | 5.1 | -0.3
C=CCn1c(SCC(=O)OCC)nc(C(F)(F)F)cc1=O | 24.1 | -3.1 | 0.0 | 5.3 | 5.7 | 12.3 | -4.7 | -19.8 | -1.0 | 0.0
COc1ccc(OC)c2c1cc(C(=O)N[C@@H](Cc1ccccc1)C(=O)O)n2C | -18.2 | -2.7 | -0.2 | -1.5 | 21.0 | 26.5 | -5.9 | -1.4 | -0.9 | 0.5
CS(=O)(=O)c1ccc(S(=O)CC(=O)OCc2ccccc2)c([N+](=O)[O-])c1 (stereo unspecified) | -44.8 | -6.3 | -1.2 | 5.2 | -94.3 | 94.6 | -94.3* | -6.9 | -3.9 | 0.6
CCC(c1nnnn1CCOC)N(Cc1cc2cc(C)c(C)cc2[nH]c1=O)CC1CCCO1 (stereo unspecified) | 3.7 | 1.4 | 0.6 | 2.0 | 27.5 | 24.9 | 2.5 | -12.8 | -0.1 | -0.4
CC(O)c1cccc(N=Cc2ccc3ccccc3c2O)c1 (stereo unspecified) | 15.4 | -0.8 | 7.0 | -6.9 | 6.8 | 4.8 | 0.4 | -7.6 | 0.0 | 1.3
Cc1nn(-c2ccccc2)c(Cl)c1C(=O)N1CCN(c2ncnc3c2cnn3-c2ccccc2)CC1 | 39.7 | -0.4 | -2.2 | -11.8 | -82.2 | 32.7 | -77.4* | -15.0 | 18.0 | -0.2
COc1cccc(C(=O)N2CCN(C(=O)c3cccc4ccccc34)CC2)c1OC | 15.4 | 7.2 | 2.6 | -0.4 | -1.5 | 15.6 | -10.6 | -45.1 | -2.3 | -0.2
Cc1ccc(C(=O)Nc2nnn(C)n2)cc1 | -76.3 | 3.6 | 0.7 | 4.9 | 24.0 | -1.3 | 4.2 | -20.4 | -3.4 | 1.5
COc1cc(C(=O)NC2CCN(Cc3ccccc3)CC2)cc(Cl)c1OC | 22.8 | 12.7 | 2.5 | 2.4 | 3.9 | 33.2 | -2.1 | -3.3 | 1.3 | -7.3
CCOC(=O)CN1C(=O)C(O)=C(C(C)=O)C1c1ccccc1 (stereo unspecified) | -11.5 | 1.0 | 2.1 | 14.6 | 1.3 | 7.8 | 5.6 | -19.0 | -1.0 | -0.3
CCc1nccn1S(=O)(=O)c1ccc(OC)c(OC)c1 | -1.7 | · | · | 4.3 | 20.0 | 26.9 | 1.0 | · | -1.0 | 0.0

The final 4 records of the section above are carried over, then new ones follow:
SMILES | aSyn 5UTR inh | IEC-6 tox | HSP90 inh | Platelet DG rel | HSF1 activator | AI-2 QS modul | HSF1 inhib | KLF5 inhibitor | SKKanGAS inh | HIF activator
Cc1ccc(C(=O)Nc2nnn(C)n2)cc1 | -76.3 | 3.6 | 0.7 | 4.9 | 24.0 | -1.3 | 4.2 | -20.4 | -3.4 | 1.5
COc1cc(C(=O)NC2CCN(Cc3ccccc3)CC2)cc(Cl)c1OC | 22.8 | 12.7 | 2.5 | 2.4 | 3.9 | 33.2 | -2.1 | -3.3 | 1.3 | -7.3
CCOC(=O)CN1C(=O)C(O)=C(C(C)=O)C1c1ccccc1 (stereo unspecified) | -11.5 | 1.0 | 2.1 | 14.6 | 1.3 | 7.8 | 5.6 | -19.0 | -1.0 | -0.3
CCc1nccn1S(=O)(=O)c1ccc(OC)c(OC)c1 | -1.7 | · | · | 4.3 | 20.0 | 26.9 | 1.0 | · | -1.0 | 0.0
CC(C)[C@H]1C(=O)Nc2ccccc2N1C(=O)N[C@@H](Cc1ccccc1)C(=O)N[C@H](C(=O)O)c1ccccc1 | -2.5 | -5.1 | -3.5 | -0.9 | 6.5 | -0.2 | -4.6 | -1.3 | -0.7 | -0.4
Cc1onc(-c2ccccc2Cl)c1C(=O)NCCCc1ccccc1 | 5.4 | 0.9 | 3.7 | 4.4 | -18.3 | 11.4 | -8.1 | -32.2 | -0.1 | 0.0
O=C(c1ccc(-c2ccccc2)cc1)c1ccccc1C(=O)N1CCOCC1 | -1.6 | -3.9 | 0.8 | 1.3 | 8.6 | 9.0 | 1.1 | -51.3 | -0.4 | 0.6
COc1ccc(C(c2sc3nc(C)nn3c2O)N2CCC3(CC2)OCCO3)cc1 (stereo unspecified) | 4.0 | 4.1 | 2.4 | · | -7.7 | 13.5 | -4.1 | -22.1 | -4.6 | -0.1
COc1ccc(C(=O)N(c2ccc(OC)cc2)S(=O)(=O)c2cccs2)cc1 | -37.5 | 4.8 | 3.6 | -4.4 | 21.1 | 12.3 | 23.0 | -28.8 | -1.7 | 0.7
CCOc1ccc(CC(=O)NNC(=O)/C=C/C(=O)O)cc1 | 0.6 | 9.5 | 2.1 | -3.3 | -7.7 | 12.9 | -0.2 | 20.0 | 1.6 | 0.0
CN(C)/C=C1\C(=O)ON=C1c1ccccc1 | 1.5 | -0.9 | 2.1 | -1.3 | -1.6 | 20.4 | 1.1 | -9.4 | 1.5 | -0.1
Cc1nn2c(Nc3ccccc3)c3c(nc2c1-c1ccccc1)CCC3 | 26.4 | -2.8 | 1.8 | -12.5 | 5.8 | 35.2 | -2.6 | -8.0 | 13.3 | -0.7
COc1ccc(S(=O)(=O)NCC2CC3C=CC2C3)cc1OC (stereo unspecified) | 15.0 | -3.4 | -6.2 | -2.1 | -13.6 | 33.6 | -8.5 | -14.2 | 4.3 | -1.0
CCOC(=O)c1cc(C(=O)Nc2cccc(C)c2)nn1C | -120.6 | 7.2 | 5.5 | 13.7 | 33.9 | 9.1 | 22.6 | -89.9 | -1.5 | 2.6
Cc1ccc(N2CC(NS(=O)(=O)c3cccs3)CC2=O)cc1C (stereo unspecified) | 2.6 | · | · | 0.5 | 11.1 | 4.7 | 3.1 | · | 21.9 | -0.2
N/C(=N\OC(=O)CC(c1ccccc1)c1ccccc1)c1cccnc1 | -16.7 | -5.2 | -1.0 | 5.7 | 2.1 | 10.5 | 2.9 | -9.6 | -20.4 | -0.9
C[C@H](NC(=O)C1CC(=O)N(c2ccc3c(c2)OCO3)C1)C(=O)NC1CCCC1 (stereo partly specified) | -8.0 | 4.2 | -2.6 | 5.2 | 2.1 | 11.2 | -4.0 | -31.9 | 7.2 | -0.1
CC(C)CN(CCCNC(=O)CC1Oc2ccccc2NC1=O)CC(C)C (stereo unspecified) | 0.0 | 6.6 | 8.3 | -9.5 | 3.3 | 29.6 | -5.3 | -17.2 | 4.0 | -0.2
CC1(C)Cc2c(sc(NC(=O)Nc3ccccc3)c2C(N)=O)CO1 | -158.4 | 0.1 | -10.4 | 11.7 | 22.7 | 3.3 | 20.0 | -185.5 | 1.8 | 2.8
O=C(COC(=O)c1ccco1)NCc1ccco1 | 19.1 | -1.7 | 0.6 | -6.8 | 24.2 | -5.4 | 23.3 | -8.0 | 6.3 | -0.3
COC(=O)c1cc2n(n1)CCN(Cc1ccc(C)cc1)C2=O | 1.7 | -4.9 | 1.5 | -5.1 | 5.6 | -6.2 | 2.9 | 3.0 | -3.9 | -0.1
O=C(CNC(=O)c1ccccc1Br)N/N=C\c1cc([N+](=O)[O-])cc(Br)c1O | 9.3 | -5.2 | -4.7 | 5.1 | 22.0 | 57.6 | -5.1 | -1.5 | 58.7* | 0.1
S=C(NCc1cccs1)Nc1ccccc1 | -9.5 | 5.8 | -0.6 | 0.9 | -3.5 | -4.8 | 4.8 | -18.9 | 7.4 | 0.8
O=C(CN1C(=O)NC2NC(=O)NC21)N/N=C/c1ccccc1O (stereo unspecified) | 16.6 | -7.3 | -0.6 | 2.8 | -3.4 | 25.2 | -4.8 | -26.6 | 7.9 | 0.0
CC(C)(C)NC(=O)CC(CC(=O)O)c1ccccc1 (stereo unspecified) | -10.0 | -2.7 | 1.2 | -6.3 | 7.8 | 26.4 | -1.2 | -7.1 | 3.4 | -0.5
COc1ccc(CNC(=O)Cn2nc(C)c3c(C)n(-c4ccc(C)cc4)nc3c2=O)cc1OC | 41.4 | 12.0 | -4.5 | -7.8 | 10.6 | 26.7 | -2.9 | -25.8 | -2.3 | -0.3
